CHRM1 agonist – agonists of human M1 muscarinic receptor | P11229 | CHO-K1 hM1, Fluo-8 calcium fluorescence, agonist mode; 0% DMSO, 100% acetylcholine EC100 | activation, % at 3 µM | 360,000 tested, 0.33% active;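 active = activation above the run's mean compound activation plus 3 SD, cut at about 16% in these data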;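 also: peak over basal fluorescence ratio within a 140 s kinetic read after compound addition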
Target sequence (P11229 whole entry, looked up): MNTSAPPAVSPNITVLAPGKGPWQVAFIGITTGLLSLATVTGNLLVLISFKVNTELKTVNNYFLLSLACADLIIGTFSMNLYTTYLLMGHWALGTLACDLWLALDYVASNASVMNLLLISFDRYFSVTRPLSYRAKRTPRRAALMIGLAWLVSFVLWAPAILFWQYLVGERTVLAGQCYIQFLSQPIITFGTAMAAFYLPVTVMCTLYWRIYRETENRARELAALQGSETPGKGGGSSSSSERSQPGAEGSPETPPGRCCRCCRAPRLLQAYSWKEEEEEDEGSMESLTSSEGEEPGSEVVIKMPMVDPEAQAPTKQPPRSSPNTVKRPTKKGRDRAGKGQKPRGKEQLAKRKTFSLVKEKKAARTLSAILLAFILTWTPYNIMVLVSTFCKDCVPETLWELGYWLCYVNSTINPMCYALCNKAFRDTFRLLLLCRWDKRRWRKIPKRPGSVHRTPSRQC
CHO-K1 Ca antag – counter-screen for M1 antagonists: effect in parental CHO-K1 cells | ATP-induced calcium, Fluo-8 fluorescence | inhibition, % at 3 µM | 360,000 tested, 0.6% active | AID 602250;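 active = inhibition above a per-plate cutoff, the plate's mean sample inhibition plus 3 SD, cut at about 24% in these data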;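 also: 0% = DMSO plus EC80 ATP and 100% = DMSO alone without ATP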
M1 PAM – human CHRM1 positive allosteric modulation; CHO-K1 hM1, Fluo-8 calcium fluorescence, ACh EC20; 0% = ACh EC20, 100% = maximal ACh; activation, % at 3 µM; P11229; AID 588819; 360,000 tested, 0.088% active; in the data active = activation above about 19%, passing the limit was not always enough
CHO parental Ca – counter-screen: ATP calcium response change in parental CHO cells; parental CHO-K1, ATP-induced calcium, Fluo-8 fluorescence; inhibition, % at 5.6 µM; 330,000 tested, 0.63% active; AID 463079;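 active = inhibition above that plate's mean sample inhibition plus 3 SD, cut at about 26% in these data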;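 also: 0% = ATP-challenged DMSO wells and 100% = DMSO wells without ATP; some compounds past the cut are filed as inactive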
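Test system: parental CHO cells; detection: calcium-sensitive Fluo-8 fluorescence; evaluation: percent inhibition of calcium signal; also added: ATP as calcium-mobilizing challenge; repeats: one well per compound; control set: ATP-challenged DMSO wells low, unchallenged DMSO wells high; compound: single nominal dose of 5.6 µM per compound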
TAAR1 agonist – human TAAR1 agonism; CHO RD-HGA16 TAAR1, Fluo-8 calcium fluorescence; vehicle wells 0%, saturating PEA agonist 100%; activation, % at 3 µM; 360,000 tested, 0.99% active;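 active = activation above the mean activation of all test compounds in the run plus 3 SD, cut at about 38% in these data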
Target sequence (Q96RJ0 whole entry, looked up): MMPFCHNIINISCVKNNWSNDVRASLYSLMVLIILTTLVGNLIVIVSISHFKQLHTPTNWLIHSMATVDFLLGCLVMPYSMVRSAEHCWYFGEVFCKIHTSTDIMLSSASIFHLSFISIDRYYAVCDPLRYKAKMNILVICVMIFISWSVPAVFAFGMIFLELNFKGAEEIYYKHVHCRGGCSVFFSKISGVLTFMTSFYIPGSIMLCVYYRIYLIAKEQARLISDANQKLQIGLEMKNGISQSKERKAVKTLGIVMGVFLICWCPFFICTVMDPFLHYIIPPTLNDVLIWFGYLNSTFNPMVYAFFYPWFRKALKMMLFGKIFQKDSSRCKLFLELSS
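System: CHO-derived RD-HGA16 cells with stable Gα16 and human TAAR1 / Times: 17-24 h plating, Fluo-8 75 min 37 °C, 30 min RT / Technique: calcium-sensitive Fluo-8 signal, excitation 470-495, emission 515-575 nm / Measure: % activation relative to PEA EC100 response / Benchmarks: DMSO and PEA EC100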
M1 ag parental – M1 agonist counterscreen hit in parental CHO-K1 cells. Fluo-8 calcium fluorescence; scaled to maximal ATP response, vehicle zero. activation, % at 3 µM. 360,000 tested, 0.48% active; in the data active = activation above about 15%;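 also: untransfected CHO-K1 host cells lacking M1 receptor as counterscreen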
TAAR1 antag – human TAAR1 antagonism; Q96RJ0; CHO RD-HGA16 TAAR1, Fluo-8 calcium fluorescence, antagonist; inhibition, % at 3 µM; 360,000 tested, 1.5% active; AID 624466;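 active = inhibition above a per-plate cutoff, the mean inhibition of test compounds on that plate plus 3 SD, cut at about 49% in these data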;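 also: 0% = DMSO plus EC80 beta-PEA response and 100% = DMSO alone without agonist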
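Test system: hTAAR1-expressing CHO RD-HGA16 cells, Gα16-coupled; Probe or stimulus: EC80 β-phenethylamine stimulus; Compound dosing: single nominal final test compound concentration of 3 µM; Timing: 140 s kinetic read after compound, 140 s after agonist; Signal: Fluo-8 calcium-sensitive fluorescence; Measure: % inhibition of agonist calcium response; Controls: DMSO and EC80 PEA controls.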
M1 PAM parental – M1 PAM counterscreen hit in parental CHO-K1 cells. 360,000 tested, 0.02% active. ATP EC20, Fluo-8 calcium fluorescence; 0% at ATP EC20, 100% at ATP max. activation, % at 3 µM;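 active = activation above the run cutoff, the mean activation of all test compounds plus 3 SD, cut at about 40% in these data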;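 also: peak over basal fluorescence ratio in a 140 s read after ATP addition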
M1 antag – antagonists of human M1 muscarinic receptor. P11229. CHO-K1 hM1, Fluo-8 calcium fluorescence, ACh EC80 antagonist. inhibition, % at 3 µM. 360,000 tested, 1.3% active;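 active = percent inhibition above its own plate's cutoff, namely the mean of that plate's compound wells plus 3 SD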;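 also: peak over basal fluorescence ratio during 140 s after agonist addition; 0% = ACh EC80 plus DMSO and 100% = DMSO alone without agonist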
An asterisk follows results filed as active; . = not tested or not shown. The order is random; any-hit rate near 4.4%.

item	Compound	CHRM1 agonist	CHO-K1 Ca antag	M1 PAM	CHO parental Ca	TAAR1 agonist	M1 ag parental	TAAR1 antag	M1 PAM parental	M1 antag
1	Cc1ccc(N2NC(=O)/C(=C\c3cc4c(cc3[N+](=O)[O-])OCO4)C2=O)cc1C	-6.1	-10.9	6.5	-7.6	0.8	-0.1	-27.6	14.3	-13.0
2	COc1cc(C(=O)NCCC(=O)NCc2ccc3c(c2)OCO3)cc(OC)c1OC	0.0	-1.2	6.0	-12.7	12.4	0.0	-15.8	-4.8	-4.8
3	Cc1cc(Nc2cccc(F)c2)nc(N2CCOCC2)n1	-4.0	8.0	-0.9	-4.5	3.1	-0.9	-5.6	-16.2	8.2
4	Cn1c(=O)oc2cc(S(=O)(=O)NCc3ccncc3)ccc21	0.1	3.9	4.5	7.7	5.6	1.6	-7.0	15.2	-3.5
5	COc1ccc(C2/C=C\CN(C(=O)CC(C)C)CC(=O)N2Cc2ccc(F)cc2)cc1 (stereo not given)	-4.5	-10.3	6.7	.	1.6	0.3	1.2	3.4	-3.5
6	Cc1cccc(NC(=O)c2cccs2)n1	0.0	-5.8	4.5	-18.0	0.5	0.3	3.7	16.8	-21.5
7	Cc1cc(C)c(S(=O)(=O)N2CCN(C(=O)c3cccs3)CC2)c(C)c1	-6.6	19.8	-1.8	-15.3	4.5	1.2	0.3	-7.0	-3.4
8	COc1ccc(OC)c(CN2CCN(c3ccccc3OC)CC2)c1	-4.2	-5.6	5.1	-7.5	1.7	0.3	0.2	12.5	-1.5
9	CCCNc1nc2c(c(=O)n(C)c(=O)n2C)n1CCCc1ccccc1	-1.6	-11.5	9.7	-1.3	1.3	2.8	14.4	10.5	-19.3
10	CCOc1ccc(C(=O)NC(C(=O)NCC(c2cccs2)N(C)C)C(C)C)cc1 (stereo not given)	-8.7	-17.0	7.7	-12.6	0.5	-0.7	-8.3	5.9	-9.7
11	CCOC(=O)/C(C#N)=C\N(C)C	-1.8	2.9	13.2	-4.8	10.1	-0.1	0.7	10.6	11.5
12	CSc1nc(N)nc(SCC(=O)C(C)(C)C)c1C#N	-1.5	-2.4	1.9	-16.2	5.4	1.5	-22.2	12.7	-46.8
13	COc1ccc2c(c1)OC[C@H]1[C@H]2N2C(=O)c3cc(OC)ccc3NC(=O)[C@@]2(C)[C@H]1c1ccccc1	-6.5	-9.1	-20.7	-27.0	2.0	0.3	7.1	5.6	26.5*
14	CC(=O)c1cccc(Oc2ncccn2)c1	-4.8	-14.8	2.4	-0.7	-1.3	0.9	-0.9	15.1	-6.6
15	COCCCN1C(=O)c2[nH]nc(-c3ccccc3O)c2C1c1ccc(Cl)cc1 (stereo not given)	-2.0	-1.6	3.3	-10.5	5.7	2.4	-24.1	18.8	0.7
16	COc1ccc(-c2noc(N3CCCC(C(=O)Nc4ccc(F)cc4F)C3)n2)cc1 (stereo not given)	-7.5	-5.7	-0.4	-9.4	6.0	0.8	-20.5	11.4	-5.4
17	CC(=O)Nc1cccc(C(=O)OCc2ccc(C(=O)Oc3ccc(Cl)cc3)cc2)c1	-0.7	-8.9	-6.9	-7.5	8.2	0.8	28.1	13.4	-0.4
18	COc1ccc(Oc2nc(C(F)(F)F)nc3ccccc23)cc1	-4.8	-9.1	-9.8	-24.2	-3.1	1.4	-35.2	17.0	-2.6
19	O=C(Nc1ccc2[nH]c(=O)[nH]c2c1)C(F)(F)F	-1.3	-7.5	3.3	2.7	3.9	0.5	-9.6	7.2	0.7
20	CC(=O)Oc1c(C(=O)c2nnc(C)o2)c(=O)n(Cc2ccccc2)c2ccccc12	2.2	-1.6	4.7	-6.0	0.8	-0.4	-7.2	16.1	2.5
21	O=C(c1ccccc1)N1CCN(Cc2ccccc2C(F)(F)F)CC1	-3.8	-8.4	4.1	-7.8	5.1	0.3	-8.5	8.3	1.5
22	O=C(O)CCNC(=O)CCCn1nnc2ccccc2c1=O	-1.9	-10.4	6.6	1.2	0.4	0.0	-6.3	10.3	-7.3
23	CCc1ccc(-c2cc(C)no2)cc1S(=O)(=O)Nc1cc(C)on1	-2.6	-13.4	11.6	-7.2	1.2	1.4	-3.9	18.3	-10.3
24	CC1(C)SC2c3ccccc3C(=O)N2[C@@H]1C(=O)O (stereo not given in full)	-2.8	-7.7	0.8	-2.5	5.8	4.8	3.7	8.3	-8.4
25	CCOC(=O)N1CCN(C(=O)c2cc(COc3c(F)cccc3F)on2)CC1	-3.8	-2.8	4.7	-8.7	-1.4	0.2	-17.3	6.6	-1.1
26	COc1ccc(S(=O)(=O)N2CCc3ccccc32)cc1C(=O)Nc1cccnc1	-2.5	0.6	8.1	-9.5	2.2	12.7	9.9	7.6	-10.1
27	O=C(c1cccc(C(=O)N2CCc3ccccc32)n1)N1CCc2ccccc21	-4.6	-4.3	-9.0	-16.6	6.6	1.0	0.4	15.9	6.9
28	C=C(C)Cn1c(NCCC)nc2c1c(=O)n(C)c(=O)n2C	-0.6	15.0	5.7	1.0	1.3	0.3	-9.9	2.7	-1.5
29	O=C(Nc1ccccc1N1CCCCC1)c1ccc2nccnc2c1	-5.9	-4.1	-0.8	-34.7	9.7	0.1	5.5	14.3	-17.7
30	O=C(Cn1c2ccccc2c(=O)c2cc([N+](=O)[O-])ccc21)Nc1ccccc1Cl	-6.8	0.1	9.9	-20.4	4.2	15.5*	-0.4	20.7	-4.1
31	O=c1c2c(nc3n1CCCCC3)sc1c(O)c(Br)ccc12	-2.2	15.7	-5.8	-18.8	7.9	0.2	9.2	-5.9	15.0
32	O=C(COc1ccccc1)Nc1cc(NC(=O)COc2ccccc2)cc(C(=O)O)c1	-3.7	-12.4	6.3	2.3	1.7	2.7	-7.0	12.3	-7.5
33	COc1cccc(OCc2nn3c(=O)c(-c4ccccc4)nnc3s2)c1	-4.4	0.8	5.6	.	1.1	1.8	4.0	-16.9	-14.8
34	COC(=O)c1ccc(C)c(NC(=O)CN(c2ccc3c(c2)OCO3)S(C)(=O)=O)c1	0.5	14.6	6.2	-15.1	-1.3	-0.2	3.8	-9.0	-28.9
35	CCc1cccc(C)c1NC(=O)COC(=O)Cn1c(C)csc1=O	4.7	13.2	8.9	-18.7	0.6	-0.1	-9.8	-21.1	5.6
36	O=C(Nc1sc2c(c1C(=O)O)CCC2)c1cccs1	-3.4	-2.0	13.9	-19.5	-0.5	-0.1	-4.1	-3.1	-16.5
37	CC1=C(C(=O)N(C)C)C(c2ccccc2OC(F)F)NC(=O)N1 (stereo not given)	-6.7	10.9	10.9	2.2	4.3	1.1	1.6	13.7	5.1
38	COc1cccc(OC)c1NC(=O)Cn1nc(-c2ccc3c(c2)OCCO3)ccc1=O	-4.2	-21.9	10.1	-20.2	0.8	2.5	-11.8	18.2	-12.7
39	CC(=O)Oc1ccc(-c2cccc(C(=O)OCC(=O)Nc3ccccc3Oc3ccccc3)c2)cc1	-3.2	-1.7	5.5	0.5	4.6	0.3	12.4	17.4	-5.4
40	N=c1ncn(CC(O)CN2CCOCC2)c2nc(N3CCOCC3)[nH]c12 (stereo not given)	-0.7	-16.3	3.1	-3.8	3.0	0.0	-0.6	15.5	1.2
41	O=C(CCS(=O)(=O)c1ccccc1)Nc1ccccc1F	1.5	-3.6	-1.1	-1.6	0.0	0.1	7.0	8.3	5.9
42	N#Cc1ccc(C(=O)OCC(=O)NC(=O)NCc2ccccc2)cc1	-2.1	-4.7	3.5	.	-0.1	1.7	7.5	-0.2	1.9
43	O=C(CCOc1cccc(Br)c1)NNC(=O)COc1ccc(F)cc1	-1.8	1.8	6.0	.	1.2	0.7	-10.1	-14.5	-11.0
44	Cc1ccc(C2(SCC(N)C(=O)O)c3ccccc3-c3ccccc32)cc1 (stereo not given)	-4.6	-14.5	6.2	.	-1.4	0.5	-23.2	16.3	-18.9
45	COc1cc(C(O)c2nc(-c3csc4ccccc34)cs2)ccc1F (stereo not given)	-3.9	-5.7	5.4	.	0.6	0.7	19.2	16.1	-14.8
46	O=C(CCN1C(=O)/C(=C/c2cccs2)SC1=S)Nc1cccc(O)c1	5.1	21.5	0.0	-1.4	27.6	10.9	72.4*	-7.7	2.3
47	O=C(N/N=C/c1ccc(F)cc1)c1cc(-c2ccc3c(c2)OCO3)n[nH]1	-4.8	-7.1	-1.9	-6.0	0.8	2.0	-1.9	13.1	-1.2
48	O=C(CCN1C(=O)c2ccccc2C1=O)NCCC1=CCCCC1	-3.8	-7.4	-0.4	0.7	33.2	-0.2	7.6	-0.6	1.1

Whole records, looked up by structure:
CC1=C(C(=O)N(C)C)C(c2ccccc2OC(F)F)NC(=O)N1 (stereo not given) is listed as CHRM1 agonist = -6.7; CHO-K1 Ca antag = 10.9; M1 PAM = 10.9; CHO parental Ca = 2.2; TAAR1 agonist = 4.3; M1 ag parental = 1.1; TAAR1 antag = 1.6; M1 PAM parental = 13.7; M1 antag = 5.1
N#Cc1ccc(C(=O)OCC(=O)NC(=O)NCc2ccccc2)cc1 is listed as CHRM1 agonist = -2.1; CHO-K1 Ca antag = -4.7; M1 PAM = 3.5; CHO parental Ca = .; TAAR1 agonist = -0.1; M1 ag parental = 1.7; TAAR1 antag = 7.5; M1 PAM parental = -0.2; M1 antag = 1.9
O=C(CCOc1cccc(Br)c1)NNC(=O)COc1ccc(F)cc1 is listed as CHRM1 agonist = -1.8; CHO-K1 Ca antag = 1.8; M1 PAM = 6.0; CHO parental Ca = .; TAAR1 agonist = 1.2; M1 ag parental = 0.7; TAAR1 antag = -10.1; M1 PAM parental = -14.5; M1 antag = -11.0

Next section.
item	Compound	CHRM1 agonist	CHO-K1 Ca antag	M1 PAM	CHO parental Ca	TAAR1 agonist	M1 ag parental	TAAR1 antag	M1 PAM parental	M1 antag
49	CCOc1cc(/C=N/n2cnnc2)ccc1OS(=O)(=O)c1ccc(C)cc1	-8.7	0.0	-4.1	-15.5	10.2	3.3	22.8	17.6	1.2
50	COc1ccccc1NC(=O)CCN1C(=O)/C(=C\c2cc(OC)c(OC)c(OC)c2)SC1=S	-0.8	-6.5	0.2	-24.2	1.2	-0.3	9.6	19.9	-0.4
51	O=C(O)C[C@H]1c2ccc(C(F)(F)F)cc2S(=O)(=O)N1C1CCCCC1	-1.9	-10.2	6.7	-11.1	2.5	0.4	8.2	4.5	-0.2
52	CCN(CC)c1ccc(-c2nn3c(-c4ccccc4OC)nnc3s2)cc1	-3.1	-0.8	6.3	30.3*	.	1.2	.	16.1	-7.2
53	O=C(Nc1ccc2c(c1)CCCN2C(=O)c1cccs1)c1ccccc1	-5.5	8.3	-2.2	-19.9	6.9	5.6	48.0	-9.2	6.9
54	CCS(=O)(=O)N1Cc2ccccc2CC1C(=O)Nc1nnc(C2CC2)s1 (stereo not given)	-6.0	-4.2	9.5	-1.8	4.5	0.0	-12.9	7.1	-6.2

High-throughput results from PubChem.
